Screening results (PubChem)
E coli Lon inh – inhibitors of E. coli Lon protease; purified E. coli Lon protease, fluorescence polarization; AID 602123; inhibition, % at 7.94 µM; actives 0.42% (n = 360,000); in the data active = inhibition above about 13%, passing the limit was not always enough;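 also: 0% = enzyme with probe and DMSO and 100% = no enzyme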
MT1-MMP act inh – blocks activation of human MT1-MMP; P50281; HT1080 RFP-PRO-GFP cells, GFP/RFP ratio fluorescence, overnight; percent of plate control window, DMSO zero; GFP/RFP ratio change, % at 20 µM; actives 0.061% (n = 360,000);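 active = GFP/RFP ratio change of at least 30% with cell ATP level not reduced by more than half and red fluorescence within 50% of control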; also: strong numbers were not always called active
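Read-out: GFP/RFP fluorescence ratio; Test system: RFP-PRO-GFP reporter HT1080 cells; Compound dosing: single-point 20 µM compound, 1% DMSO; Times: overnight compound exposure at 37 °C.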
FAS TE block – FAS thioesterase (human) inhibition | P49327 | recombinant FAS-TE, OMFH fluorogenic substrate, fluorescence endpoint | inhibition, % at 15 µM | actives 0.67% (n = 360,000) | AID 602261;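 active = compounds whose normalised, plate-corrected inhibition of enzyme fluorescence in the single-dose primary screen is 50% or more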;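 also: 0% = DMSO with enzyme and 100% = substrate without enzyme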
SKN-1 inh – blocks SKN-1 activity in C. elegans; inhibition, % at 21.8 µM; C. elegans VP596 Pgst-4::GFP/RFP ratio, acrylamide-induced, 24 h; AID 624304; actives 0.49% (n = 360,000);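 active = interference check ratio from 0.5 to 1.5 plus GFP to RFP signal ratio inhibition reaching or exceeding a fixed threshold, cut at about 30% in these data, passing the limit was not always enough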; also: some compounds called inactive have numbers as strong as hits
Rin1 Abl inh – inhibitors of human Rin1-Abl protein interaction | P00519+Q13671 | TR-FRET Rin1/Abl binding, biochemical | inhibition, % at 7.35 µM | actives 0.4% (n = 360,000); in the data active = inhibition above about 5%, passing the limit was not always enough
bovine MsrA act – bovine methionine sulfoxide reductase A activation. actives 0.3% (n = 360,000). purified bovine MsrA, absorbance read-out. activation, % at 10.6 µM; in the data active = activation above about 7.5%;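 also: 0% = vehicle and 100% = reference activator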
Neddyl block – cullin neddylation inhibition. TR-FRET cullin neddylation, biochemical. calls only at 25 µM. actives 0.58% (n = 360,000). AID 651699; in the data active = inhibition above about 36%
MsrA inhibitor – bovine MsrA inhibition | purified bovine MsrA, absorbance read-out | inhibition, % at 15.5 µM | actives 0.75% (n = 360,000) | AID 651718; in the data active = inhibition above about 4.5%;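 also: 0% = vehicle wells with enzyme and 100% = reference inhibitor wells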
NRP1-CendR mod – alters CendR peptide binding to human NRP-1 | O14786 | FAM-RPARPAR peptide binding to NRP-1, fluorescence polarization | actives 0.85% (n = 360,000) | inhibition, % at 25 µM;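 active = inhibition or corrected inhibition above about 18%, plus a signal ratio from 0.5 to 1.5, limit read from the data, passing the limit was not always enough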; also: strong numbers were not always called active
* hit, by the source's call; i = inactive.

SMILES	E coli Lon inh	MT1-MMP act inh	FAS TE block	SKN-1 inh	Rin1 Abl inh	bovine MsrA act	Neddyl block	MsrA inhibitor	NRP1-CendR mod
CC[C@@H]1C(=O)OC[C@@H]1Cc1cncn1C	6	0	-1	-13	-1	3	i	-0.8	0

This is a subset; rates above refer to the full screens.
